Compound activity from PubChem.
Pol eta inh = DNA polymerase eta (human) inhibition; 390,000 compounds, 1.2% hits; Potency, µM (doses to about 114 µM), without a hit: top-dose activity change, negative = inhibition, hits mostly inhibitors; Q9Y253; recombinant Pol eta, fluorescent DNA replication assay; also: potency is read from the fitted curve at half-maximal effect; % is scaled to controls: 0 for no effect and ±100 for the full control effect
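Pol eta (10 nM) was preincubated with compounds for 15 min at room temperature, after which fluorescent replication substrate (50 nM final) was added to start the reaction. Fluorescence was read kinetically at 0 and 10 min.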
RXFP1 antag = RXFP1 (human) relaxin receptor antagonism | Q9HBX9 | HEK293-RXFP1, relaxin-stimulated cAMP HTRF, 30 min; stronger effect = lower value | activity change, negative = inhibition, % at 57.5 µM | 350,000 compounds, 0.59% hits;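 active = activity change of -60% or lower, but not beyond a set lower limit; inconclusive = change between -60% and -40%, or beyond the set limit; inactive = change above -40%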; also: % is scaled to controls: 0 for no effect and ±100 for the full control effect
POLB inh = blocks human DNA polymerase beta activity. P06746. Pol beta primer extension/strand displacement, fluorescence kinetic. Potency, µM (top dose mostly 114 µM), inactives show at the top dose activity change, negative = inhibition, most hits filed as inhibitors. 340,000 compounds, 1.3% hits; also: potency is read from the fitted curve at half-maximal effect; % is scaled to controls: 0 for no effect and ±100 for the full control effect
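Pol beta (10 nM) was preincubated with compound for 15 min at room temperature. The reaction was then started with 50 nM substrate and read immediately and after a further 10 min at room temperature.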
Anesthetic bind = binds horse apoferritin like a general anesthetic; P02791; apoferritin/1-aminoanthracene competitive binding, fluorescence; Potency, µM (top dose mostly 77.5 µM), for inactives: at the highest dose activity change, negative = displacement, most hits filed as inhibitors; 350,000 compounds, 0.074% hits; also: potency is read from the fitted curve at half-maximal effect; % is scaled to controls: 0 for no effect and ±100 for the full control effect; nearly all actives have a fitted effect of over 20% in size
Target sequence (P02791 2-175 limits assumed): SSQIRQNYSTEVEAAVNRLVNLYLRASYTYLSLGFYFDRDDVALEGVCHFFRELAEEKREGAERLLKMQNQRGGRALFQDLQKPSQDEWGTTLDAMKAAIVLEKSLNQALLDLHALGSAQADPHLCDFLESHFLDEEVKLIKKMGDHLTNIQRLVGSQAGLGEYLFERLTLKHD
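In PBS, apoferritin at 10 uM is loaded with 1-AMA from a 50% saturated solution. After 10 min of compound exposure at ambient temperature, reduced 535 nm fluorescence indicates probe displacement.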
Tb PGK inh = T. brucei PGK inhibition | Potency, µM (series often up to 57.5 µM), without a hit: top-dose activity change, negative = inhibition, most hits filed as inhibitors | 380,000 compounds, 0.043% hits | PGK/GAPDH coupled, Kinase-Glo luminescence, 60 min; also: potency is read from the fitted curve at half-maximal effect; % is scaled to controls: 0 for no effect and ±100 for the full control effect; nearly all actives have a fitted effect of over 60% in size
Target sequence (P07378 whole entry, looked up): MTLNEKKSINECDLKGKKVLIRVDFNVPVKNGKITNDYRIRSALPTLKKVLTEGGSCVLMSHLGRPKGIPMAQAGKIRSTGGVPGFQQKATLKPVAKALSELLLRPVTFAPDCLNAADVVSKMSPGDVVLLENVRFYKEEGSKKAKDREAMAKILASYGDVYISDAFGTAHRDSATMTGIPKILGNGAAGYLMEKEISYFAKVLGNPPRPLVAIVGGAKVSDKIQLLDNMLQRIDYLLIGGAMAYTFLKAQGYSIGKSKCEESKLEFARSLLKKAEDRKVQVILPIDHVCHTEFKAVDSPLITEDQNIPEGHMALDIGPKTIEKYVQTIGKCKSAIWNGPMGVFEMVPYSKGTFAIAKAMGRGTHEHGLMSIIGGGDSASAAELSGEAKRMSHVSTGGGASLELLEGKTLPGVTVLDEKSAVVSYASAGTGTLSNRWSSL
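Recombinant glycosomal PGK reaction used 1,3-bisphosphoglycerate generated in-well by GAPDH (100nM final) in 100mM TEA pH 7.6, 5mM MgCl2, 0.01% Tween-20. After 60 minutes at room temperature, ATP was read by Kinase-Glo Plus luminescence end-point.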
BLM helicase inh = Bloom syndrome helicase (human) inhibition | P54132 | recombinant BLM DNA unwinding, fluorescence dequenching | Potency, µM (series often up to 56.1 µM), for the others: at the top dose activity change, negative = inhibition, usual class: inhibitors | 350,000 compounds, 0.2% hits;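 also: potency is read from the fitted curve at half-maximal effect; plate controls were vehicle for no effect and no enzyme for full effect; nearly all actives have a fitted effect of over 35% in size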
APEX1 inh = inhibitors of human APE1 endonuclease | P27695 | Potency, µM (doses to about 65.8 µM), for inactives: at the highest dose activity change, negative = inhibition, usual class: inhibitors | 350,000 compounds, 0.35% hits | recombinant APE1, TAMRA/BHQ-2 abasic DNA cleavage fluorescence;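 also: potency is read from the fitted curve at half-maximal effect; plate controls were vehicle for no effect and reference inhibitor for full effect; nearly all actives have a fitted effect of over 55% in size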
Target sequence (P27695 whole entry, looked up): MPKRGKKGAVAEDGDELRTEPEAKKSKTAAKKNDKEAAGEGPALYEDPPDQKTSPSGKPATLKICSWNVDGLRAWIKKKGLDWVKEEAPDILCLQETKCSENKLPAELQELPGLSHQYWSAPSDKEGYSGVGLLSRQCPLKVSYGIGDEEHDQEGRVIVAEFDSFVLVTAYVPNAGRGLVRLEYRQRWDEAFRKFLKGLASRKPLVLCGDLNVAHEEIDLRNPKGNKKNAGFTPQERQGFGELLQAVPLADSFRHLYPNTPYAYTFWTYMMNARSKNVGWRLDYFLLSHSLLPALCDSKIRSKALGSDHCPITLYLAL
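Enzyme (0.75 nM final) and test compound are incubated 15 min at room temperature before adding 50 nM quenched THF abasic-site duplex. Cleavage dequenches TAMRA, followed at 525/598 nm over three reads one minute apart.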
Pol iota inh = DNA polymerase iota (human) inhibition; Q9UNA4; Pol iota fluorescent replication assay, 10 min; Potency, µM (highest dose often 115 µM), for inactives: at the top dose activity, negative = inhibition, actives largely listed as inhibitors; 390,000 compounds, 1% hits; AID 588590; also: potency is read from the fitted curve at half-maximal effect
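Fluorescent replication assay read twice, at 0 min and 10 min after adding 50 nM (final) substrate. Enzyme (10 nM) and compounds were first incubated 15 min at room temperature; enzyme-free buffer wells were negative controls.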
POLK inh = inhibitors of human DNA polymerase kappa. 400,000 compounds, 0.53% hits. purified Pol kappa, fluorescent DNA synthesis assay, 10 min. Q9UBT6. Potency, µM (titrated, usually from 107 µM), for the others: top-dose activity, negative = inhibition, most hits filed as inhibitors. AID 588579; also: potency is read from the fitted curve at half-maximal effect; % is scaled to controls: 0 for no effect and ±100 for the full control effect
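Here, compound and 10 nM enzyme are combined for 15 min at room temperature; adding 50 nM substrate (final) starts DNA synthesis, tracked by fluorescence at 0 and 10 min against buffer-only wells.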
* = called active by the depositor; i = inactive; ? = inconclusive; . = no result given; & = joins results of further samples; [ ] = another dose, or the depositor's remark. Unless noted, calls follow the shape of the dose curve; as a rule, active = well fitted curve in the direction sought with a large enough effect; inconclusive = small, poorly fitted or top-dose-only effect, or another doubt; inactive = no such curve, though single readings can be large; an effect the other way counts as inactive or inconclusive. Some of the compounds tested (hit frequency here may not be typical).

cpd	Molecule	Pol eta inh	APEX1 inh	BLM helicase inh	POLK inh	Anesthetic bind	Tb PGK inh	RXFP1 antag	Pol iota inh	POLB inh
1	CN(CCO)c1cc(NCCCN2CCC(Cc3ccccc3)CC2)c2nonc2c1[N+](=O)[O-]	-1%	2%	2%	0%	-18%	i	-10	102%[activator]	-5%
2	O=c1oc(-c2cccs2)nc2sc3c(c12)CCC3	-8%	6%	0%	-4%[60.1 µM]	-11%	-2%	1	24%	12%
3	CCNS(=O)(=O)c1ccc(CCC(=O)NCc2ccncc2)cc1	-3%	19%	-6%	-10%	-3%	6%	10	89%[activator]	17%
4	Cc1cccc(N(C)c2nc3ccc(C)cc3n3nnnc23)c1	-9%	.	-3%	-17%	121%[activator]	2%	-4	29%	2%
5	CCC(O)c1nc2ccccc2n1CCc1ccccc1 (stereo not drawn)	-13%	6%	-5%	-23%	-6%	-9%	-1	-10%	21%
6	Cc1ccc(S(=O)(=O)N2C(=O)CCC2C(=O)Nn2cnnc2)cc1 (stereo not drawn)	-15%	-4%	-1%	-13%	-5%	i	-6	-18%[58.9 µM]	-1%
7	COc1ccc(S(=O)(=O)Nc2ccc(C)c(S(=O)(=O)N3CCOCC3)c2)cc1[N+](=O)[O-]	-1%	-5%	.	-8%	.	7%	-7	9%	.
8	CCCN1CCN(S(=O)(=O)c2ccc3c(c2)NC(=O)C(C)C(=O)N3)CC1 (stereo not drawn)	?	41%[activator]	1%	-9%	-14%	i	-1	?	-28%
9	COc1ccc(COc2cccc(C=O)c2)cc1	-8%	48%[activator]	.	9%	.	-5%	.	-4%	.
10	CC(C)NC(=O)NC(=O)CSc1nnc(-c2ccccc2F)n1N	-11%	-4%	-5%	16%	-6%	-10%	-2	-16%	-5%
11	COc1ccc(-c2csc3ncnc(Nc4ccccc4)c23)cc1	-17%	.	-3%	1%[60.1 µM]	-2%	-1%	3	-12%	-24%
12	CC[C@H]1OC(=O)[C@H](C)[C@@H](O[C@H]2C[C@@](C)(OC)[C@@H](O)[C@H](C)O2)[C@H](C)[C@@H](O[C@@H]2O[C@H](C)C[C@H](N(C)C)[C@H]2O)[C@](C)(OC)C[C@@H](C)C(=O)[C@H](C)[C@@H](O)[C@]1(C)O	-7%	-1%&0%	-2%	-22%	0%	6%	.	-11%	6%
13	COc1ccc(N2C(=O)C3C(c4ccc(OC)cc4O)NC(Cc4ccccc4)(C(=O)O)C3C2=O)cc1 (stereo not drawn)	1%	3%	-3%	-18%	-8%	-5%	17	19%	-10%
14	CC(Oc1ccccc1)C(=O)NC1CC(C)(C)NC(C)(C)C1 (stereo not drawn)	11%	0%	-1%	0%	0%	6%	-4	10%	0%
15	O=C(OCC(=O)N1CCCCCC1)c1ccc(Cl)c(S(=O)(=O)N2CCCC2)c1	-4%	?	-7%	-25%	-15%	-1%	-26	-19%	-19%
16	Cc1nnsc1S(=O)(=O)Cc1ccccc1Cl	5%	-1%	0%	-6%	?	-8%	30	-1%	7%
17	O=C(CSc1nnc(NC(=O)c2ccc(F)cc2F)s1)NC1CC1	-10%	77%[activator]	0%	0%	12%	-9%	-12	-4%	-3%
18	Cc1cccc(C(CC(=O)NCc2ccco2)c2ccccc2)c1O (stereo not drawn)	-17%	0%	-6%	-4%	-12%	-3%	1	11%	-16%
19	CN(CC(=O)NCc1ccco1)CC(=O)Nc1c(Cl)cccc1Cl	-5%	17%	.	-8%	.	3%	4	16%	.
20	O=c1[nH]c(CSc2nnnn2-c2ccccc2)nc2ccccc12	-6%	3%	-7%	0%	-3%	-4%	-16	12%	-1%
21	CC1(C)CC(=O)C=C(NCc2cccnc2)C1	7%	2%	1%	-5%	-10%	i	5	7%	3%
22	O=C(CSc1cn[nH]n1)Nc1cccc(C(=O)O)c1	-16%	22%[12.4 µM]	1%	3%	-9%	i	-13	?	19%
23	O=C(O)c1ccc2c(c1)C(c1ccccc1)OC2=O (stereo not drawn)	6%	0%	1%	-25%	-5%	-8%	33	-9%	2%
24	Cc1noc(C)c1NC(=O)Nc1ccc2c(c1)C(=O)N([C@H](C)CO)C[C@H](C)[C@H](CN(C)C)O2	9%	28%	.	-3%	.	i	.	-8%	.
25	COCCn1c(SCC(=O)NC(=O)NC(C)(C)C)nc2ccccc21	-17%	-11%	2%	-1%	-21%	-2%	-18	27%	15%
26	CN(C)CCn1cnc2c(c1=N)C(c1ccccc1)c1ccc3ccccc3c1O2 (stereo not drawn)	-18%	-8%	63%[activator]	1%	4%	5%	-11	7%	46%
27	O=S(=O)(c1ccc(Cl)cc1)N1CCN(C(=S)NCC2CCCO2)CC1 (stereo not drawn)	-7%	-12%	-3%	-7%	-10%	i	3	8%	14%
28	COC(=O)[C@H](Cc1ccccc1)N1C/C=C\COc2c(Cl)cc(Cl)cc2S1(=O)=O	-14%	-8%	.	6%	.	10%	.	8%	.
29	CC(=O)Oc1ccc(/C=N/NS(=O)(=O)c2ccccc2)cc1	-3%	-2%	-7%	-5%	-5%	-7%	10	59%[activator]	21%
30	O=C(CNC(=O)c1ccccn1)N=Nc1c(O)[nH]c2ccccc12	-5%	23%	-8%	-21%	4%	-10%	-6	19%	-7%
31	Cc1cc(Cl)ccc1NC(=O)CCS(=O)(=O)c1cc2c(cc1C)NC(=O)CO2	-5%	.	2%	-10%[60.1 µM]	-4%	-5%	8	2%	3%
32	CN1CC=C2C(C#N)=C(N)C(C#N)(C#N)C(CCc3ccccc3)C2C1 (stereo not drawn)	-5%	-5%	0%	-11%	29%	-5%	13	28%	-18%
33	CC1CN(CC(O)COC(c2ccccc2)c2ccccc2)CC(C)O1 (stereo not drawn)	-3%	3%	3%	-7%	1%	-3%	.	17%	-11%
34	Cc1cccc(NC(=O)c2c(O)c3ccccc3n(C)c2=O)c1	-5%	9%	-3%	-9%	-14%	7%	7	-4%	18%
35	Cc1ccc(C)c2sc(NC(=O)c3ccc(N4CCCCC4)c([N+](=O)[O-])c3)nc12	-2%	-4%	-3%	-7%	-16%	-6%	1	-2%	-1%
36	COc1cc([N+](=O)[O-])cc(/C=N/NC(=O)Cn2nc(C)cc2C)c1O	-11%	2%	0%	1%	-14%	i	0	3%	-3%
37	O=C(COC(=O)CC1CC2CCC1C2)NCc1ccc(Cl)cc1 (stereo not drawn)	-11%	28%	.	-28%	.	-2%	-18	-6%	.
38	CCn1c(C(C#N)/C(=N\S(=O)(=O)c2cccs2)c2ccccc2)nc2ccccc21 (stereo not drawn)	0%	0%	-5%	-8%	-16%	-7%[11.5 µM]	18	-19%	1%
39	Cc1nc(NC(=O)c2c(-c3ccccc3Cl)noc2C)sc1C	-12%	0%	-3%	-2%	-15%	-3%	3	-9%	9%
40	CCSc1nnc(-c2cccnc2)n1-c1ccc(Cl)c(C)c1	-13%	1%	-3%	-6%	-14%	2%	-2	11%	15%
41	Cc1ccc(NC(=O)COC(=O)c2ccco2)cc1S(=O)(=O)N1CCOCC1	-5%	32%	.	-16%	.	-2%	4	4%	.
42	Cc1ccc(C(c2nnnn2C(C)(C)C)N2CCC(C)CC2)cc1 (stereo not drawn)	-10%	-4%	-1%	0%	3%	-8%	17	11%	-7%
43	O=C(N/N=C/c1ccco1)c1cc(-c2cccc(Br)c2)nc2ccccc12	-11%	0%	2%	0%	0%	-5%	?	17%	26%
44	Nc1nnn(CC(=O)N/N=C/c2ccccc2Cl)n1	-14%	-4%	-2%	2%	-11%	1%	-19	42%[activator]	103%
45	CCOC(=O)c1c(C)[nH]c2cc(Br)c(OC)cc12	-20%	3%	5%	-6%	-8%	-4%	-6	-3%	18%
46	Cc1nn(-c2ccccc2)c(Cl)c1C(=O)NNC(=O)c1ccccc1O	6%	-12%	.	-14%	.	5%	-14	-5%	.
47	CC(=O)Nc1ccc(/C=N/NC(N)=S)cc1	.	7%	1%&-1%	-1%&3%[19.4 µM]	-10%	.	-16	.	.
48	CCN(CC)C(=O)c1sc2nc(-c3ccc(OC)cc3)cn2c1C	-9%	-1%	0%	-9%	-11%	1%	-1	16%	0%
49	COCCNC(=O)Cn1nc(C)c2ccccc2c1=O	-10%	1%	-10%	12%	-7%	-14%	-8	-15%	4%
50	Cc1ccn2cc(-c3ccc(C)c(NS(=O)(=O)c4ccc(Cl)cc4)c3)nc2c1	-16%	.	-6%	-10%	0%	-2%	.	-12%	0%
51	CC1CCCCC12NC(=O)N(CC(=O)OCc1c(F)cccc1Cl)C2=O (stereo not drawn)	-10%	0%	.	-3%	.	i	-9	121%[activator]	.
52	O=S(=O)(Nc1ccc(S(=O)(=O)N2CCCCCC2)cc1)c1cccs1	-4%	-3%	-2%	-7%	?	-3%	-3	5%	0%
53	COCCCNC(=O)CSC1=Nc2ccccc2C2=NC(CC(=O)NCc3ccccc3)C(=O)N12 (stereo not drawn)	-7%	-5%	1%	-11%	-21%	-2%	2	5%	53%
54	COC(=O)c1c(NC(=O)c2nc3ncccn3n2)sc(C(=O)N(C)C)c1C	.	16%	-6%	.	-10%	.	.	.	2%
55	Cc1oc2c(C)c3oc(=O)c(CC(=O)N[C@@H](CC(C)C)C(=O)N[C@@H](Cc4ccccc4)C(=O)O)c(C)c3cc2c1C	20µM*	?	-7%	-25%	-6%	-4%	.	7%	-19%
56	CC(C)(C)NC(=O)N1CCN(S(=O)(=O)c2ccc3c(c2)CCC3)CC1	-4%	1%	.	13%	.	-3%	-10	5%	.

Just Tb PGK inh (two entries from above):
cpd	SMILES	Tb PGK inh
12	CC[C@H]1OC(=O)[C@H](C)[C@@H](O[C@H]2C[C@@](C)(OC)[C@@H](O)[C@H](C)O2)[C@H](C)[C@@H](O[C@@H]2O[C@H](C)C[C@H](N(C)C)[C@H]2O)[C@](C)(OC)C[C@@H](C)C(=O)[C@H](C)[C@@H](O)[C@]1(C)O	6%
13	COc1ccc(N2C(=O)C3C(c4ccc(OC)cc4O)NC(Cc4ccccc4)(C(=O)O)C3C2=O)cc1 (stereo not drawn)	-5%
